Screening results deposited in PubChem by several laboratories.
ER stress rescue = rescue of cells from ER stress-induced death, primary screen, 384-well, CSM14.1, thapsigargin, ATP luminescence (AID 1222) | CSM14.1 thapsigargin-induced death rescue, ATP luminescence; higher % means a stronger effect | cellular ATP content (survival), % at 20 µM; hits with a dose series show EC50 in µM | 190,000 tested, under 10 active;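 active = EC50 below 50 µM in the dose-response confirmation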;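 note: death triggered by thapsigargin at about 15 µM added after 2 h compound pretreatment; cell ATP read after overnight thapsigargin exposure of roughly 18 to 22 hours; normalized against plate controls of thapsigargin alone and 5% DMSO vehicle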
LYP inhibition = inhibitors of LYP phosphatase, biochemical, fluorescence intensity, uHTS (AID 1779) | inhibition, % at 11.5 µM; hits with a dose series show IC50 in µM | hit rate 0.054% among 290,000 | recombinant LYP phosphatase, fluorescence intensity; higher % means a stronger effect;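 note: plate controls were vehicle with enzyme for no effect and no enzyme for full effect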
HEK293 NOD2/NF-kB = NOD2 signaling inhibitors, cell-based, luminescence, uHTS, HEK293 (AID 1566) | one-dose inhibition, % at 4 µM; EC50 in µM for titrated hits | HEK293 NOD2/NF-kB luciferase reporter, luminescence; higher % means a stronger effect | hit rate 0.63% among 290,000; note: many of its hits are not listed in these tables
P. falciparum M17LAP = P. falciparum M17LAP inhibitors, primary screen, biochemical, fluorogenic H-Leu-NHMec substrate, 1536-well (AID 1619); recombinant M17LAP, H-Leu-NHMec fluorogenic kinetic assay; higher % means a stronger effect; inhibition, % at 30 µM, or IC50 in µM where a hit was titrated; hit rate 0.38% among 220,000;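 active = compound inhibiting the enzyme by more than half at any dose during confirmatory dose-response retesting; inconclusive = strong single-dose inhibitors picked by rank but not retested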;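 note: plate controls were full reaction with DMSO carrier for no effect and no enzyme background for full effect; strong numbers were not always called active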
Hep lipid drop = inhibitors of hepatocyte lipid droplet formation, primary screen, imaging, high-throughput imaging, BODIPY stain; inhibition, % at 6.5 µM; hit rate 0.4% among 240,000; AID 1656, 2009; AML12 mouse hepatocytes, oleate lipid droplets;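 active = lipid droplet intensity inhibited by at least 50%, with more than 500 cells counted; inconclusive = wells with under 300 cells, treated as cytotoxic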
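Test system: AML12 mouse liver cells; schedule: overnight exposure; technique: high-content imaging of BODIPY-stained droplets and DAPI nuclei; read-out: % inhibition of corrected integrated BODIPY droplet signal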
AID2073 = inhibitors of Mint1-CaV2.2 protein interaction, biochemical, HTRF (AID 2073); HTRF protein-protein interaction, Mint1-CaV2.2; higher % means a stronger effect; Voltage-dependent N-type calcium channel subunit alpha-1B (Homo sapiens); inhibition, % at 20 µM; hits with a dose series show IC50 in µM; hit rate 0.19% among 290,000; in the data active = inhibition mostly above about 51%, no sharp cut-off; inconclusive = no clear call, values can overlap the other calls; inactive = mostly below about 53%; note: some results filed as inactive read as strong as hits
SIAH1 antagonists = Siah-1 peptide-binding antagonists, primary screen, biochemical, fluorescence polarization, rhodamine-plectin, uHTS (AID 1817); E3 ubiquitin-protein ligase SIAH1 (Homo sapiens); Siah-1 / rhodamine-plectin peptide fluorescence polarization; higher % means a stronger effect; displacement, % at 20 µM; hits with a dose series show IC50 in µM; hit rate 0.02% among 290,000;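 active = displacement of at least 50% at 20 µM, with a fluorescence ratio check between 0.3 and a set limit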;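 note: plate controls were Siah plus tracer with DMSO for no effect and tracer alone without Siah for full effect; strong numbers were not always called active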
P. falciparum M1AAP = P. falciparum M1AAP inhibitors, biochemical, fluorogenic H-Leu-NHMec substrate, 1536-well (AID 1445). inhibition, % at 30 µM, or IC50 in µM where a hit was titrated. recombinant M1AAP, H-Leu-NHMec fluorogenic kinetic assay; higher % means a stronger effect. hit rate 0.42% among 220,000. Aminopeptidase N (Plasmodium falciparum (isolate 3D7));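 active = primary inhibition above the hit cutoff, then over 50% inhibition at one or more dose response concentrations, cut at about 23% in these data, passing the limit was not always enough; inconclusive = conflicting primary data, or primary hits not chosen for dose response; inactive = low primary inhibition, or under 50% at every dose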;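 note: plate controls were DMSO full reaction for no effect and no enzyme background for full effect; strong numbers were not always called active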
XIAP antagonists = XIAP antagonists, biochemical, IAP family, fluorescence polarization (AID 1018); displacement, % at 20 µM; hits with a dose series show IC50 in µM; hit rate 0.007% among 200,000; E3 ubiquitin-protein ligase XIAP (Homo sapiens); XIAP BIR domain, fluorescence polarization peptide displacement; higher % means a stronger effect; in the data active = displacement above about 50%; note: a part of the inactive calls stands beside numbers as strong as those of hits
Hep lipid drop cells 6.5 µM = also measured in Hep lipid drop; calls as there; cell count; measured here: cell count, cytotoxicity flag;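 cells counted across two imaged fields per well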
The depositor's hits bear a star; ? = inconclusive; nt = no result given. Cut-off read from the data, not from the text of the source, unless noted: active = inhibition above about 50%; inactive = the rest. Some of the compounds tested. The share of hits here may be higher or lower than overall.

molecule	ER stress rescue	LYP inhibition	HEK293 NOD2/NF-kB	P. falciparum M17LAP	Hep lipid drop	Hep lipid drop cells 6.5 µM	AID2073	SIAH1 antagonists	P. falciparum M1AAP	XIAP antagonists
CC(O)C(NS(=O)(=O)c1ccc(Cl)cc1)C(=O)OCC(=O)c1c[nH]c2ccccc12 (stereo not drawn)	-1.1%	3%	16%	1%	0	746	1%	3%	5%	1.6%
COc1ccc(OC)c(NC(=O)c2ccc(CSc3nnc(C)s3)cc2)c1	-0.6%	-2%	-2%	-1%	-4	597	-5%	6%	-2%	-3.2%
Cc1cc(C)cc(NC(N)=S)c1	-2.2%	-4%	2%	-2%	-9	667	31%	9%	3%	-18%
Cc1csc(/C(=N\O)c2csc(C)n2)n1	2.6%	-8%	7%	17%	nt	nt	14%	3%	9%	2.2%
CCC(C)(C)NC(=O)c1cc(C(=O)OC)cc([N+](=O)[O-])c1	-0.9%	-1%	-5%	5%	-7	842	-1%	0%	4%	-1.2%
Cc1nc(CCN2C(=O)c3ccccc3C2=O)cs1	0.3%	2%	-7%	-4%	nt	nt	-23%	3%	3%	-1.5%
CCSc1nsc(SCC)c1C(N)=O	-0.8%	-4%	9%	2%	nt	nt	2%	1%	0%	-6.8%
O=C(Nc1ccc(Cl)c(Cl)c1)Nc1ccc([N+](=O)[O-])cn1	nt	-6%	-24%	3%	-1	711	11%	-6%	1%	nt
CCC(O)(C#CCN1CCCCC1)CC	-0.5%	1%	12%	-7%	-4	462	15%	3%	9%	-0.8%
CC(C)CN(CCCNC(=O)CN1C(=O)COc2ccc(S(=O)(=O)N3CCOCC3)cc21)CC(C)C	nt	-12%	17%	nt	-7	692	8%	4%	nt	nt
O=C(/C=C/c1ccc(Cl)cc1)Nn1c(-c2cccs2)nc2ccccc2c1=O	-2.2%	-7%	-2%	9%	1	624	22%	-1%	4%	-4.5%
Cc1ccc(S(=O)(=O)N2CCC(C(=O)N3CCc4ccccc43)CC2)cc1	nt	-9%	11%	nt	-9	667	5%	8%	nt	nt
CNC(=S)N1CCC(c2nc3ccccc3s2)CC1	2.5%	-7%	-1%	-1%	8	591	-6%	-6%	6%	-1.6%
CN(Cc1nccs1)C(=O)C1CCC(=O)N(Cc2ccccc2F)C1 (stereo not drawn)	nt	-6%	-10%	nt	7	810	7%	2%	nt	nt
CCN(CC(=O)Nc1ccc(NC(C)=O)cc1)C(=O)C(c1ccccc1)c1ccccc1	1.9%	-8%	-9%	1%	14	624	2%	-7%	-1%	-76%
Cc1ccccc1-c1nnc(SCC(=O)NCc2ccc3c(c2)OCO3)n1C	-2.0%	-2%	9%	3%	-10	762	-17%	4%	2%	-3.0%
Nc1cc(N)cc(C(=O)OCC(=O)Nc2cc(S(=O)(=O)N3CCCCC3)ccc2Cl)c1	0.9%	-2%	-10%	23%	7	655	31%	2%	2%	-9.3%
N#Cc1ccc2c(c1)NC(=O)C1CCCN21 (stereo not drawn)	6.1%	-6%	14%	-4%	-5	680	-3%	1%	2%	-6.3%
Cc1ccc(S(=O)(=O)N(C)c2ccc(C(=O)N3CCOCC3)cc2)cc1	nt	-7%	5%	nt	-4	795	3%	3%	nt	nt
CC(OC(=O)c1cc(=O)[nH]c2ccccc12)C(=O)c1ccccc1 (stereo not drawn)	-0.5%	-2%	14%	10%	3	705	9%	-2%	-2%	-14%

By substructure, the entries above containing a nitro group on carbon (2)
molecule	ER stress rescue	LYP inhibition	HEK293 NOD2/NF-kB	P. falciparum M17LAP	Hep lipid drop	Hep lipid drop cells 6.5 µM	AID2073	SIAH1 antagonists	P. falciparum M1AAP	XIAP antagonists
CCC(C)(C)NC(=O)c1cc(C(=O)OC)cc([N+](=O)[O-])c1	-0.9%	-1%	-5%	5%	-7	842	-1%	0%	4%	-1.2%
O=C(Nc1ccc(Cl)c(Cl)c1)Nc1ccc([N+](=O)[O-])cn1	nt	-6%	-24%	3%	-1	711	11%	-6%	1%	nt

The list continues.
molecule	ER stress rescue	LYP inhibition	HEK293 NOD2/NF-kB	P. falciparum M17LAP	Hep lipid drop	Hep lipid drop cells 6.5 µM	AID2073	SIAH1 antagonists	P. falciparum M1AAP	XIAP antagonists
COc1ccc(NC(=O)CCCC2CCCCC2)cc1S(=O)(=O)N1CCCCC1	1.5%	-8%	3%	20%	-5	526	0%	-1%	3%	-4.5%
O=C(Nc1nnc(CC(=O)N2CCOCC2)s1)C1COc2ccccc2O1 (stereo not drawn)	-0.2%	-4%	7%	16%	nt	nt	-7%	2%	-1%	-3.1%
COc1cccc(NC(=O)CSc2nc3c(sc4ccccc43)c(=O)n2CCCN2CCCC2)c1	nt	-7%	16%	nt	0	701	6%	2%	nt	nt
O=C(CCSCc1ccccc1Cl)NC1CCCCC1	-2.0%	-6%	-26%	-7%	6	747	-1%	5%	-5%	1.0%
CCOC(=O)N1CCN(C(=O)c2ccc3c(=O)n(-c4ccccc4F)c(=S)[nH]c3c2)CC1	-0.9%	-1%	17%	-1%	25	727	-23%	0%	1%	-11%
COC(=O)CCc1c(C)c(C#N)c2nc3ccccc3n2c1N1CCCC1	-1.1%	-7%	18%	8%	14	717	19%	16%	5%	-2.9%
COc1ccccc1-c1nnc(SCC(=O)O)n1-c1ccccc1	2.0%	-5%	2%	8%	3	706	14%	5%	3%	14%
CC1(C(=O)OCc2cc(=O)n3cc(Br)ccc3n2)CC1(Cl)Cl (stereo not drawn)	-0.4%	-3%	-41%	-11%	-2	725	6%	4%	8%	-5.5%
CC(C)Cc1[nH]c(=O)c(C#N)c2c1CCCC2	-3.5%	1%	3%	-6%	0	720	-3%	1%	10%	1.5%
O=[N+]([O-])c1ccc(CN2CCN(c3ccc4ccccc4n3)CC2)cc1	-1.8%	-5%	2%	3%	0	676	5%	-4%	7%	-4.4%
Cc1ccc(S(=O)(=O)N/N=C/c2cnn(C)c2C)cc1	-1.4%	-4%	4%	9%	0	773	26%	3%	0%	-1.8%
Cc1cccc(-n2c(-c3ccccc3)c[nH]c2=S)c1C	nt	0%	-4%	nt	-8	753	-12%	4%	nt	nt
Cc1cccc(OCCCOc2cccc3cccnc23)c1C	1.1%	0%	-37%	-1%	nt	nt	-1%	3%	2%	-5.2%
O=C(CNC(=O)c1ccc2c(c1)OCO2)N/N=C/c1cccc([N+](=O)[O-])c1	0.6%	-7%	15%	2%	-9	561	12%	0%	6%	-2.4%
CN(C)c1ccc(CNC(=O)CN(C)S(=O)(=O)c2ccc3c(c2)c(=O)n(C)c(=O)n3C)cc1	nt	-7%	16%	nt	6	728	-24%	2%	nt	nt
O=C1c2ccccc2C(=O)N1OCCOCCOCCON1C(=O)c2ccccc2C1=O	-3.4%	-2%	3%	-7%	12	783	-1%	-1%	-11%	-0.6%
CCCn1nc2cc(C(=O)NCCc3cccs3)ccc2c1OCC	7.4%	-11%	-25%	-26%	6	706	17%	5%	0%	-2.1%
N/C(Cc1ccc(Cl)cc1Cl)=N\OC(=O)Cc1cccs1	-1.0%	-5%	-10%	-9%	2	703	2%	0%	8%	-14%
S=c1nc(C23CC4CC(CC(C4)C2)C3)nc2sccn12	0.1%	1%	36%	-5%	10	678	4%	-3%	0%	-1.0%
CCCCCCc1nc(C(N)=O)c2[nH]c(=O)n(-c3ccc(OC)cc3OC)c2n1	nt	1%	-9%	nt	6	738	6%	-2%	nt	nt

The last 2 entries of the section above open the next one:
molecule	ER stress rescue	LYP inhibition	HEK293 NOD2/NF-kB	P. falciparum M17LAP	Hep lipid drop	Hep lipid drop cells 6.5 µM	AID2073	SIAH1 antagonists	P. falciparum M1AAP	XIAP antagonists
S=c1nc(C23CC4CC(CC(C4)C2)C3)nc2sccn12	0.1%	1%	36%	-5%	10	678	4%	-3%	0%	-1.0%
CCCCCCc1nc(C(N)=O)c2[nH]c(=O)n(-c3ccc(OC)cc3OC)c2n1	nt	1%	-9%	nt	6	738	6%	-2%	nt	nt
O=c1c2ccccc2c(-c2ccccc2)nn1Cc1c(Cl)cccc1Cl	-1.7%	-1%	8%	-4%	8	652	-4%	-5%	2%	-0.4%
Cc1ccc(CNS(=O)(=O)c2ccc(Br)s2)cc1	nt	-7%	9%	nt	16	824	4%	17%	nt	nt
Cc1cccc(C)c1NC1=NC(=S)N(c2ccc(C(=O)O)cc2)C12CCCCC2	-0.5%	2%	8%	-6%	-6	664	-18%	-3%	?	-3.7%
CCn1nnc2cc(C(=O)NCCc3ccccc3F)ccc21	nt	-14%	-50%	nt	-6	725	2%	8%	nt	nt
CC(=O)c1ccc(NC(=O)c2ccc(S(=O)(=O)c3ccccc3)cc2)cc1	-2.4%	1%	8%	-4%	-8	612	-2%	-2%	6%	-0.2%
CC(=O)COC(=O)CCc1nc2ccccc2[nH]c1=O	3.1%	-9%	14%	12%	nt	nt	2%	-2%	9%	-5.1%
Cc1cc(C(=O)Nc2ccccn2)no1	nt	-2%	-23%	2%	-10	638	4%	2%	2%	-4.3%

Three entries already listed, arranged by molecular weight, ascending.
molecule	ER stress rescue	LYP inhibition	HEK293 NOD2/NF-kB	P. falciparum M17LAP	Hep lipid drop	Hep lipid drop cells 6.5 µM	AID2073	SIAH1 antagonists	P. falciparum M1AAP	XIAP antagonists
CCn1nnc2cc(C(=O)NCCc3ccccc3F)ccc21	nt	-14%	-50%	nt	-6	725	2%	8%	nt	nt
CC(=O)c1ccc(NC(=O)c2ccc(S(=O)(=O)c3ccccc3)cc2)cc1	-2.4%	1%	8%	-4%	-8	612	-2%	-2%	6%	-0.2%
Cc1cccc(C)c1NC1=NC(=S)N(c2ccc(C(=O)O)cc2)C12CCCCC2	-0.5%	2%	8%	-6%	-6	664	-18%	-3%	?	-3.7%
